Screening results: PubChem BioAssay, National Center for Advancing Translational Sciences (NCATS)
GLP-1R agonist: GLP-1 receptor (human) agonism; HEK293 GLP-1R CRE-luciferase, luminescence, 4-6 h; cells express a hypersensitive GLP-1R form; actives 0.007% (n = 380,000); Potency, µM (highest dose often 45.6 µM), for the others: top-dose activation, usual class: activators; AID 624172; P43220; further: potency means the concentration at half of the fitted maximal effect; % of control where 0% means no effect
Target sequence (P43220 whole entry, looked up): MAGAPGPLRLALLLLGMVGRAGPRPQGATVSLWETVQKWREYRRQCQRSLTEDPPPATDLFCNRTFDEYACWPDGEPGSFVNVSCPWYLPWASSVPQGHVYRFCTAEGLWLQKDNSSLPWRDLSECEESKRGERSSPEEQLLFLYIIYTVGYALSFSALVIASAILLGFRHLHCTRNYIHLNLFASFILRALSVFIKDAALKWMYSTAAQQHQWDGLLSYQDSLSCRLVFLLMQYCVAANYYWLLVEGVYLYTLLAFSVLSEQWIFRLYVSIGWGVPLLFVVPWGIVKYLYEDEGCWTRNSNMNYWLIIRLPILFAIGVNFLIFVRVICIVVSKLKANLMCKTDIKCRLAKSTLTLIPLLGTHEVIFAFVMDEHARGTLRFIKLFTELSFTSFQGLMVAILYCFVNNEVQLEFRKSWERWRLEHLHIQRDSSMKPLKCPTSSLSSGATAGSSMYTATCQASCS
HEK293 tox: cytotoxicity in counter-screen for GLP-1R inverse agonists; HEK293 cAMP-luciferase reporter cells, luminescence, 24 h; Potency, µM (doses to about 38.3 µM), for the others: at the highest dose activity change, negative = inhibition, usual class: inhibitors; actives 0.13% (n = 410,000);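 further: loss of luciferase light is scored as toxicity; potency means the concentration at half of the fitted maximal effect; on the % scale 0 is the no-effect control and ±100 the full control effect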
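Cells in DMEM/10% Nu serum/1% pen-strep, 1536-well format. Pre-incubated 12 h, dosed with 23 nL compound, incubated a further 24 h. Luciferase detection, 12 min at room temp, luminescence.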
IL-2 act: IL-2 activation | actives 0.065% (n = 360,000) | activation, % (series mostly up to about 46 µM) | AID 652025 | IL-2 activation reporter assay, cell-based qHTS; stimulated with anti-CD3/CD4/CD28 beads; in transgenic mouse T cells; in the data active means activation above about 50%; inconclusive means mostly about 30% to 49%; further: 0% is about no effect
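Using fluorescent plate cytometry, EGFP and DsRed are detected in transgenic mouse T cells stimulated 18 h at 37 degrees C with antibody-coated beads after 60 min compound pretreatment.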
PTHR1 agonist: agonists of human PTHR1 parathyroid hormone receptor | Q03431 | HEK293 GP2 PTHR1 cells, GloSensor cAMP luminescence, 1 h | Potency, µM (top dose mostly 115 µM), inactives show top-dose activation, actives largely listed as activators | actives 0.075% (n = 410,000) | AID 743266; further: potency means the concentration at half of the fitted maximal effect; nearly all actives have a fitted effect of over 55% in size; some results filed as inactive show a strong effect at the top dose; inactives centre near -15; many of its hits are not listed in these tables
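HEK-293-derived GP2 cells expressing PTHR1 and a GloSensor cAMP reporter, 3,000/well, plated overnight, given luciferin plus IBMX (each 0.5 mM as added) for 1 h at 37 °C, then compound for 1 h at 37 °C. Luminescence was read after 15 min at room temperature.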
EPAC1 antagonist: blocks human EPAC1 exchange factor; O95398; actives 0.14% (n = 360,000); Potency, µM (series often up to 115 µM), for the others: at the top dose activity change, negative = inhibition, hits mostly inhibitors; EPAC1 GEF assay, Rap1b-BODIPY-GDP exchange fluorescence;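 further: potency means the concentration at half of the fitted maximal effect; plate controls were vehicle for no effect and positive control for full effect; nearly all actives have a fitted effect of over 50% in size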
PLK1 PBD block: PLK1 (human) polo-box domain binding inhibition; P53350; Plk1 PBD binding of FITC phosphopeptide, fluorescence polarization; Potency, µM, without a hit: max response, negative = inhibition, actives largely listed as inhibitors; actives 2.8% (n = 360,000); further: potency means the concentration at half of the fitted maximal effect; series mostly up to about 57 µM; on the % scale 0 is the no-effect control and ±100 the full control effect; nearly all actives have a fitted effect of over 65% in size
Target sequence (P53350 whole entry, looked up, the tested form may be a part): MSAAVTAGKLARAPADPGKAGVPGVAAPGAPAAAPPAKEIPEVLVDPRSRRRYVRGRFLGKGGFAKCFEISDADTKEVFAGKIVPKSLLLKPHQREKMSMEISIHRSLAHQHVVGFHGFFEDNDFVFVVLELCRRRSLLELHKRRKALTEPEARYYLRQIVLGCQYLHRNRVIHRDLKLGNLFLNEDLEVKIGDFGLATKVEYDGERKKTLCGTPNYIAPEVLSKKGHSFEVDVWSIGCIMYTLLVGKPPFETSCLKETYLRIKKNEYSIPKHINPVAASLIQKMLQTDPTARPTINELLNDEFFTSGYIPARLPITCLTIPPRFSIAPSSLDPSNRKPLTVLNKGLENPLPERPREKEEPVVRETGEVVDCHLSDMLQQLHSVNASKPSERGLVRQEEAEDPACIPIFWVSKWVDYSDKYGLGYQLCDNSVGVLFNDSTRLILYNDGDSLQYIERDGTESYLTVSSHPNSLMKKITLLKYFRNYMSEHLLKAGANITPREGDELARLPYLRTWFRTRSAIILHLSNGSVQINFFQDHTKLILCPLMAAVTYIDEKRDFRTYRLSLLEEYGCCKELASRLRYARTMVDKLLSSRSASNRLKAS
EPAC1 ag: agonists of human EPAC1; actives 0.073% (n = 360,000); EPAC1 agonist qHTS, biochemical assay; response scale: 100% = response to 6.5 mM cAMP; AID 720707; Potency, µM (top dose mostly 154 µM), inactives show at the highest dose activation, most hits filed as activators; O95398; further: potency means the concentration at half of the fitted maximal effect; nearly all actives have a fitted effect of over 60% in size
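Nucleotide exchange assay: 100 nM EPAC1 with 250 nM Rap1B loaded with BODIPY-GDP and 50 uM GDP, room temperature. Fluorescence (480/540 nm) read every 5 min for 30 min; signal change normalized to 6.5 mM cAMP as full agonist.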
GLP-1R inv ag: inverse agonists of human GLP-1 receptor; HEK293 GLP-1R CRE-luciferase, luminescence, 24 h; GLP-1R form is constitutively active; Potency, µM (titrated, usually from 38.3 µM), inactives show top-dose activity change, negative = inhibition, actives largely listed as inhibitors; P43220; actives 1.6% (n = 410,000); AID 624417; further: potency means the concentration at half of the fitted maximal effect; on the % scale 0 is the no-effect control and ±100 the full control effect; nearly all actives have a fitted effect of over 55% in size
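Readout was luciferase luminescence, measured 12 min after detection reagent at room temperature. Beforehand, GLP-1R reporter HEK293 cells had sat 12 h, then received compounds for 24 hr at 37 deg C.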
PI5P4K alpha inh: blocks human PI5P4K alpha kinase activity | actives 1.2% (n = 330,000) | max response, % | PI5P4Kalpha enzyme, ADP-Glo luminescence, 60 min; hits give low values; active means max response of -50% or lower; inconclusive means between -30% and -50%; inactive means -30% or higher; further: value at the top dose of about 77 µM; on the % scale 0 is the no-effect control and ±100 the full control effect
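ADP-Glo luminescence end-point read after a 60 min room-temperature kinase reaction of PI5P4Kalpha plus substrate, initiated with ATP at 5 microM final. Buffer: 0.038 M HEPES pH 7.4, EGTA, 0.1% CHAPS, 5% DMSO.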
* hit, by the source's call; i = inactive; u = inconclusive; x = no result given; [ ] = remark or other dose. Unless noted, the call rests on the fitted dose curve; in most records, active means well fitted curve in the direction sought with a large enough effect; inconclusive means small, poorly fitted or top-dose-only effect, or another doubt; inactive means no such curve, though single readings can be large; an effect the other way counts as inactive or inconclusive. These rows are one share of the data. The share of hits here may be higher or lower than overall.

SMILES | GLP-1R agonist | HEK293 tox | IL-2 act | PTHR1 agonist | EPAC1 antagonist | PLK1 PBD block | EPAC1 ag | GLP-1R inv ag | PI5P4K alpha inh
O=C1/C(=C/c2ccc([N+](=O)[O-])cc2)C=C(c2ccccc2)N1c1ccccc1 | 1% | 34% | 2.9 | u | -2% | -22% | 11% | -4% | x
O=C1CCCCC1 | 1% | -8% | 0.3 | -13% | -4% | -1% | -19% | 1% | -3
COc1ccccc1N(CC(=O)Nc1ccc(S(=O)(=O)N2CCCCC2)cc1)S(C)(=O)=O | 2% | 5% | -0.4 | i | -7% | -6% | 12% | 0% | -4
COc1ccc(-c2cc(C(F)(F)F)nc(SCC(=O)NCc3ccc(F)cc3)n2)cc1 | -1% | 4% | x | -15% | x | x | x | 7% | x
CCc1cccc(OCC(=O)Nc2ccccc2N2CCCC2)c1 | 2% | 10% | -5.1 | -45%[inhibitor] | -4% | -6% | 1% | u | -3
CC1CCc2c(sc3[nH]c(=S)n(C)c(=O)c23)C1 (configuration not stated) | 7% | 9% | -1.9 | -15% | -2% | 11µM* | -2% | 14% | -28
Nc1nc(N2CCN(C(=O)c3ccco3)CC2)nc2ccc(Br)cc12 | -4% | u | -1.0 | -50%[inhibitor] | -10% | u | -6% | u | -30
Cc1ccc(NC(=O)CSCC(=O)Nc2ccccc2C(=O)N2CCCCC2)cc1 | 10% | -8% | 2.3 | i | 9% | -1% | -8% | -4% | -7
O=C(NNS(=O)(=O)c1ccc(F)cc1)c1cc2ccccc2cc1O | -1% | 32%[activator] | -1.7 | -31%[inhibitor] | 4% | 0% | -3% | 3% | 0
CCc1ccc(NC(=O)CN(C)S(=O)(=O)c2ccc3c(c2)c(=O)n(C)c(=O)n3C)cc1 | 1% | -2% | x | -27% | x | x | x | 1% | x
COc1cc(C(=O)N/C(=C\c2cn(S(=O)(=O)N(C)C)c3ccccc23)C(=O)NCCCO)cc(OC)c1OC | -2% | -10% | 1.7 | i | -7% | -6% | -5% | 4% | 0
CN1CCN(C(=O)c2cnn(-c3ccccc3)c2NC(=O)c2ccccc2Br)CC1 | 7% | 6% | -0.1 | i | -1% | 1% | 6% | 22% | 1
C=CCn1c(O)c(N=NC(=S)Nc2ccc(OC)c(Cl)c2)c2ccccc21 | -7% | u | 0.9 | i | -9% | -9% | 6% | -43% | 0
CC(=O)NC(C)C(=O)OCc1ccc(Cl)cc1Cl (configuration not stated) | -3% | -6% | -0.2 | i | 6% | 0% | -15% | 5% | -3
COc1ccc(NC(=S)N/N=C/c2ccc(F)c(F)c2)cc1 | 22% | u | 0.2 | i | -25% | -12% | 8% | -27% | -2
Cc1cc(NC(=O)c2ccc(S(=O)(=O)N3CCCC3)cc2)nc2c1c(=O)oc1ccccc12 | -3% | -16% | 3.6 | -9% | -13% | -6% | 9% | 4% | -9
COC(=O)[C@]1(C)N[C@H](CN(C)C(=O)Nc2ccc(Cl)cc2)[C@@H]2C(=O)N(C)C(=O)[C@@H]21 | -2% | 3% | 0.1 | i | 12% | 3% | 1% | 10% | 2
CCN1CCN(CCNC(=O)C2CCCN(Cc3nc(-c4cccc(Cl)c4)oc3C)C2)CC1 (configuration not stated) | -3% | -27% | -3.2 | -27% | -12% | -6% | -19% | u | 0
O=C(COC(=O)c1ccc2c(c1)OCCO2)NCc1ccc(Cl)cc1 | -3% | -37% | 0.6 | -20% | -13% | -5% | 11% | -23% | 0
CCC(c1nnc(SCC(=O)Nc2cc(Cl)ccc2C#N)n1C1CCCCC1)N(C)C (configuration not stated) | 20% | -9% | -0.7 | i | -9% | -3% | -5% | -28% | -1
CCNC(=O)/C=C1\NC(C)(C)Cc2c1ccc1ccccc21 | 1% | -8% | -2.9 | -4%[57.5 µM] | -7% | -1% | 12% | -15% | x
CCn1nccc1C(=O)Nc1ccc(C(=O)OC(C)C)cc1 | 17% | 2% | 1.3 | -18% | 8% | 4% | 8% | u | 7
CSCCC(=O)Nc1nc(-c2ccccn2)cs1 | -2% | 7%[0.307 µM] | -0.3 | -46% | -18% | u | 6% | 2%[0.307 µM] | u
O=C(CCC1CCCC1)Nc1ccccc1-c1ccccc1 | 9% | 95%[activator] | 0.6 | -51%[inhibitor] | -25% | -10% | 10% | u | 7

Shown in markdown: part of the list above
| Compound | GLP-1R agonist | HEK293 tox | IL-2 act | PTHR1 agonist | EPAC1 antagonist | PLK1 PBD block | EPAC1 ag | GLP-1R inv ag | PI5P4K alpha inh |
| --- | --- | --- | --- | --- | --- | --- | --- | --- | --- |
| CCN1CCN(CCNC(=O)C2CCCN(Cc3nc(-c4cccc(Cl)c4)oc3C)C2)CC1 (configuration not stated) | -3% | -27% | -3.2 | -27% | -12% | -6% | -19% | u | 0 |
| CCC(c1nnc(SCC(=O)Nc2cc(Cl)ccc2C#N)n1C1CCCCC1)N(C)C (configuration not stated) | 20% | -9% | -0.7 | i | -9% | -3% | -5% | -28% | -1 |
| CC(=O)NC(C)C(=O)OCc1ccc(Cl)cc1Cl (configuration not stated) | -3% | -6% | -0.2 | i | 6% | 0% | -15% | 5% | -3 |
| O=C(CCC1CCCC1)Nc1ccccc1-c1ccccc1 | 9% | 95%[activator] | 0.6 | -51%[inhibitor] | -25% | -10% | 10% | u | 7 |
| CCNC(=O)/C=C1\NC(C)(C)Cc2c1ccc1ccccc21 | 1% | -8% | -2.9 | -4%[57.5 µM] | -7% | -1% | 12% | -15% | x |
| C=CCn1c(O)c(N=NC(=S)Nc2ccc(OC)c(Cl)c2)c2ccccc21 | -7% | u | 0.9 | i | -9% | -9% | 6% | -43% | 0 |
| O=C(COC(=O)c1ccc2c(c1)OCCO2)NCc1ccc(Cl)cc1 | -3% | -37% | 0.6 | -20% | -13% | -5% | 11% | -23% | 0 |

(further entries)
SMILES | GLP-1R agonist | HEK293 tox | IL-2 act | PTHR1 agonist | EPAC1 antagonist | PLK1 PBD block | EPAC1 ag | GLP-1R inv ag | PI5P4K alpha inh
O=S(=O)(c1ccc(Cl)cc1)N1CCCC1c1nc(-c2cccc(Cl)c2)no1 (configuration not stated) | 4% | 9% | -1.0 | -9%[57.5 µM] | 2% | -1% | 5% | u | 9
Cc1ccc(S(=O)(=O)N2CCOCC2)cc1NC(=O)c1ccc(F)cc1F | -7% | -6% | -0.2 | i | 20% | 3% | 5% | 10% | -4
CCOC(=O)/C(C#N)=C/c1ccc(OC(=O)c2ccccn2)cc1 | 5% | -4% | -0.2 | i | 12% | -11% | 13% | 15% | -19
c1coc(CNC2CCCCC2)c1 | 2% | -1% | -0.7 | i | 2% | 2% | 8% | 0% | -1
C=CCN(CC=C)C(=O)C1CCN(S(=O)(=O)c2ccc(N3CCCC3=O)cc2)CC1 | 5% | 4% | -0.6 | i | -25% | -5% | 11% | 2% | -2
COc1cc(S(=O)(=O)N2CCN(c3ccccc3)CC2)ccc1Cl | -13% | 3% | -0.1 | 4% | -17% | -9% | 20% | u | 5
COc1ccc(/C=N/NC(=O)c2ccc(COc3cccc4cccnc34)cc2)cc1OC | 19% | 6% | 0.1 | i | -7% | -3% | 4% | 9% | 1
CC(C)c1ccc(S(=O)(=O)N2CCC(C(=O)N3CCN(c4cccc(Cl)c4)CC3)CC2)cc1 | -4% | -42% | -0.5 | i | -5% | 5% | -6% | u | -4
CCC1CCCCN1C(=S)NC(=O)c1ccc(F)c(S(=O)(=O)N2CCOCC2)c1 (configuration not stated) | 5% | -30% | -0.5 | -12% | -2% | -10% | -1% | u | -28
CCCOc1ccccc1NC(=O)CC1Nc2ccccc2NC1=O (configuration not stated) | 2% | 1% | 1.1 | u | -12% | -7% | 10% | 0% | x
Nc1c(S(=O)(=O)O)cc(NC(=O)c2ccccc2)c2c1C(=O)c1ccccc1C2=O | 6% | u | -0.3 | 0% | u | 21µM* | -4% | u | -77*
COc1cc(C#N)ccc1OCC(=O)NCc1cccs1 | 17% | 3% | 1.2 | i | -10% | -11% | 9% | 19% | 1

Taken from the results shown, two compounds:
SMILES | GLP-1R agonist | HEK293 tox | IL-2 act | PTHR1 agonist | EPAC1 antagonist | PLK1 PBD block | EPAC1 ag | GLP-1R inv ag | PI5P4K alpha inh
Nc1c(S(=O)(=O)O)cc(NC(=O)c2ccccc2)c2c1C(=O)c1ccccc1C2=O | 6% | u | -0.3 | 0% | u | 21µM* | -4% | u | -77*
COc1cc(C#N)ccc1OCC(=O)NCc1cccs1 | 17% | 3% | 1.2 | i | -10% | -11% | 9% | 19% | 1

Further compounds
SMILES | GLP-1R agonist | HEK293 tox | IL-2 act | PTHR1 agonist | EPAC1 antagonist | PLK1 PBD block | EPAC1 ag | GLP-1R inv ag | PI5P4K alpha inh
COCCNC(=O)c1cc2c(c(-c3cccc(-c4cc5ccccc5o4)c3)n1)[C@@H](CCO)N(S(=O)C(C)(C)C)C2 (some centres not stated) | 20% | 2% | -0.7 | -13% | -6% | -14% | -9% | 33%[activator] | 1
Cc1ccc(NC(=O)CSc2nc3ccccc3nc2N2CCOCC2)c(C)c1 | 3% | -31% | -1.2 | -2% | -2% | -3% | -5% | -16% | -1
O=C(CSc1nnc(-c2cccs2)n1-c1ccccc1)N1CCOCC1 | -6% | -4% | -0.1 | i | 4% | 2% | 3% | -14% | -2
C=CCNc1ncnc2c1cnn2-c1ccc(OC)cc1 | -1% | 8% | -2.0 | -30%[inhibitor][57.5 µM] | -1% | -7% | 5% | -16% | x
CCOC(=O)c1ccc(NC(=O)Nc2ccc(Cl)cn2)cc1 | 3% | 20% | -2.1 | i | -8% | -12% | 11% | 3% | 3
COc1ccccc1CCC(=O)OCC(=O)Nc1cccc(S(=O)(=O)N2CCOCC2)c1 | 8% | -11% | -2.7 | -47%[inhibitor] | -7% | -10% | 23% | 13% | 2
COc1ccccc1NC(=O)C1CCCN(c2cc(C)nc3ncnn23)C1 (configuration not stated) | 13% | 1% | 0.5 | -21%[57.5 µM] | 3% | 0% | -5% | 33% | -6
COc1ccccc1C(=O)NCCC(=O)Nc1cccnc1 | 0% | -18% | -2.3 | -57% | -11% | -21% | 5% | -12% | 1
